Source: PubChem BioAssay (Sanford-Burnham Center for Chemical Genomics)
APJ antag = antagonists of human apelin receptor APJ, primary screen, CHO-K1 cells, beta-arrestin complementation, luminescence; P35414; inhibition, % at 20 µM; 330,000 compounds, 0.32% hits; AID 2521, 2010;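 active = inhibition above about 40% at 20 µM, limit read from the data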;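 also: cells challenged with 10 nM apelin-13 agonist together with compound; plate controls were apelin-13 plus DMSO wells for no effect and DMSO wells lacking apelin-13 for full effect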
Target sequence (P35414 whole entry, looked up): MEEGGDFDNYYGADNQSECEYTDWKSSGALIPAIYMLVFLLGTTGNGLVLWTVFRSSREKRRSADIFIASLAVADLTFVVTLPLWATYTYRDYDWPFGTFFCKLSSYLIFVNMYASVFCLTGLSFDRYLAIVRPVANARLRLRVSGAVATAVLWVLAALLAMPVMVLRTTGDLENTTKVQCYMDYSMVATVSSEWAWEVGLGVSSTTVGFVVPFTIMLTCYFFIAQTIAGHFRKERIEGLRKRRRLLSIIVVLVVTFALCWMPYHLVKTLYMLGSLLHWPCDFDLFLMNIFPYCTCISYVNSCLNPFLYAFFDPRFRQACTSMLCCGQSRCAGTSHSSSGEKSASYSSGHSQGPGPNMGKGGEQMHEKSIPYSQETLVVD
CHOP UPR activ = activators of apoptotic CHOP UPR arm, primary screen, cell-based, CHO-CHOP luciferase reporter, luminescence, uHTS | UPR activation; percent of tunicamycin response over DMSO baseline | activation, % at 10 µM | 330,000 compounds, 0.34% hits;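 active = at 10 µM dose, activation of 40% or more, normalized to positive control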;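 also: 100% = tunicamycin at 10 µg/mL and 0% = DMSO alone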
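measured by = luciferase luminescence | assay system = CHO-CHOP cells, stable luciferase reporter of PERK-eIF2a-CHOP signalling | amount = 500 reporter cells seeded per well | timing = 6 h compound exposure at 37 °C after overnight seeding | controls = positive tunicamycin 10 µg/mL, negative DMSO alone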
Mdm2 MdmX PPI = inhibitors of human Mdm2-MdmX association, primary screen, cell-based, luminescence, split luciferase, SaOS-2, uHTS; 330,000 compounds, 3% hits; SaOS-2 split-luciferase Mdm2/MdmX complementation; inhibition, % at 8 µM; Protein Mdm4 (Homo sapiens) + E3 ubiquitin-protein ligase Mdm2 (Homo sapiens), …;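 active = inhibition of at least 50% at 8 µM in the primary screen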
APJ ag = agonists of human apelin receptor APJ, primary screen, CHO-K1 cells, PathHunter beta-arrestin, luminescence; 330,000 compounds, 0.11% hits; P35414; activation, % at 20 µM; 0% DMSO wells, 100% apelin;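 active = activation more than six SD over the plate average, tested at 20 µM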;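 also: 0% = DMSO alone and 100% = apelin-13 at 10 nM; some results filed as inactive read as strong as hits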
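Test system: CHO-K1 APJ beta-arrestin complementation cell line | Compound: Single test compound dose, 20 µM final, 1% DMSO | Incubation: Compound 90 min 25 °C, reagent 1 h | Measured by: beta-gal luminescence | Read-out basis: APJ–arrestin association signal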
CCR6 antag = CCR6 receptor antagonists, primary screen, cell-based, CHO-K1, luminescence, beta-arrestin, uHTS. 340,000 compounds, 0.49% hits. inhibition, % at 20 µM. C-C chemokine receptor type 6 (Homo sapiens), P51684. CHO-K1 CCR6 PathHunter beta-arrestin, CCL20-stimulated;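 active = compounds whose inhibition of the agonist-driven luminescence signal at 20 µM reaches about 50%, limit read from the data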;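 also: cells stimulated with CCL20 at 14 nM final; plate controls were DMSO with CCL20 for no effect and DMSO without agonist for full effect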
EBI2 antag = EBI2 receptor antagonists, beta-arrestin recruitment, primary screen, cell-based, luminescence, 7a,25-OHC stimulation, uHTS. 360,000 compounds, 0.81% hits. 7a,25-OHC stimulated. AID 651636, 2012. G-protein coupled receptor 183 (Homo sapiens), P32249. inhibition, % at 5 µM; in the data active = inhibition above about 38%;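 also: enzyme fragment complementation signal reports receptor beta-arrestin coupling in cells; 0% = agonist plus DMSO wells and 100% = wells without agonist; some results beyond the cut were filed as inactive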
Target sequence (P32249 whole entry, looked up, the tested form may be a part): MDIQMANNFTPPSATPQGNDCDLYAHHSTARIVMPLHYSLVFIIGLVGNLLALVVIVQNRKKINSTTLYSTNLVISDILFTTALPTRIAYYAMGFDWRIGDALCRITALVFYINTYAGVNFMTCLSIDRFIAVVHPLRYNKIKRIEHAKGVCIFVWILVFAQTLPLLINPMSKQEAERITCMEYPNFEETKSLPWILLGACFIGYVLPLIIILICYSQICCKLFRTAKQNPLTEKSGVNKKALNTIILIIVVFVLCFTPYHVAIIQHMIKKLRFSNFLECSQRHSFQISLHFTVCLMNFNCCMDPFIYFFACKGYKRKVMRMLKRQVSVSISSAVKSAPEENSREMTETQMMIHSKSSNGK
tim23-1 inh = growth inhibitors of tim23-1 mutant yeast, primary screen, luminescence, uHTS; S. cerevisiae tim23-1 growth, BacTiter-Glo luminescence, 24 h; inhibition, % at 20 µM; 330,000 compounds, 1.3% hits;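 active = growth inhibition of the mutant yeast at or above 50%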;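 also: temperature-sensitive mutant grown at 25 °C; plate controls were DMSO-treated mutant yeast for no effect and medium wells lacking yeast for full effect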
CXCR6 block = CXCR6 receptor inhibitors, primary screen, cell-based, beta-arrestin, luminescence, CHO-K1 PathHunter, 1536-well. C-X-C chemokine receptor type 6 (Homo sapiens), O00574. inhibition, % at 20 µM. 360,000 compounds, 0.36% hits; in the data active = inhibition above about 34%, passing the limit was not always enough;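 also: antagonist mode with CXCL16 agonist at 10 nM final; 0% = 10 nM CXCL16 with DMSO and 100% = unstimulated wells without agonist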
Target sequence (O00574 whole entry, looked up): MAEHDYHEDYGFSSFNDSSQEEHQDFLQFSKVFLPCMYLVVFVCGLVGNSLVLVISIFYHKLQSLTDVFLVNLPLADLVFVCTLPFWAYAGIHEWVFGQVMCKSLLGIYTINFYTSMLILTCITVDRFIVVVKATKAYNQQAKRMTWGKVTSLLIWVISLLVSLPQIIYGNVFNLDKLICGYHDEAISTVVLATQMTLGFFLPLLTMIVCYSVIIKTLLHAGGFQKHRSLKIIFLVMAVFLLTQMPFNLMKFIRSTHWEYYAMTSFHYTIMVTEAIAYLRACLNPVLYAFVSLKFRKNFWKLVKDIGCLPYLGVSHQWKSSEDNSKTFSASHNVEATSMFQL
XBP1 UPR activ = activators of adaptive XBP1 UPR arm, primary screen, cell-based, CHO-XBP1 luciferase reporter, luminescence, uHTS. 330,000 compounds, 0.33% hits. AID 463104, 2010. IRE1-XBP1 UPR activation; percent of tunicamycin response, DMSO as zero. activation, % at 20 µM;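 active = versus positive control, 20 µM dose yields 30% or more activation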;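 also: 100% = tunicamycin at 10 µg/mL and 0% = DMSO only wells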
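Material: CHO cell line with stable XBP1 luciferase reporter; buffer or medium: F12 medium containing 10% fetal bovine serum; compound: single point, 20 µM final compound, 1% DMSO; incubation: 6 h treatment, 37 °C; measured by: glow luminescence from Steady-Glo reagent; evaluation: activation, % of tunicamycin; control set: tunicamycin high, DMSO low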
The depositor's hits bear a star; x = not tested or not shown. This is a subset (hit frequency here may not be typical).

SMILES	APJ antag	CHOP UPR activ	Mdm2 MdmX PPI	APJ ag	CCR6 antag	EBI2 antag	tim23-1 inh	CXCR6 block	XBP1 UPR activ
COc1cccc(CNC(=O)CCNC(=O)c2ccc(Br)o2)c1	9.6	0.3	16.0	0.9	-10.8	-3.7	7.8	-8.8	-4.4
CC(=O)Nc1ccc(N(C(=O)Cc2c[nH]c3ccccc23)C(C(=O)NC2CCCCC2)c2ccco2)cc1 (stereo unspecified)	2.2	1.1	-0.3	-1.6	3.9	0.7	2.6	-0.4	-2.5
CCc1cc(=O)n2[nH]c(C)c(-c3ccccc3OC)c2n1	11.1	0.8	29.4	-4.7	15.7	2.8	-9.9	2.2	0.2
O=C1c2ccccc2CN1CCSC(=S)N1CCSCC1	-9.6	3.4	-78.8	1.5	x	x	27.6	x	-2.9
CCCN(CC(=O)Nc1ccccc1C)C(=O)CCN1C(=O)c2cccc([N+](=O)[O-])c2C1=O	-3.0	-1.4	-1.2	-4.3	1.7	-5.7	-5.6	2.0	1.4
CCC1CSC(Nc2ccc(C(=O)/C=C/c3cccc(C)c3)cc2)=N1 (stereo unspecified)	9.1	5.4	46.2	-2.1	31.6	29.6	-3.1	8.1	4.0
Cc1ccc(S(=O)(=O)Oc2ccccc2/C=C2\SC(=O)NC2=O)cc1	8.8	-2.7	21.2	-1.6	2.7	-7.0	23.5	-3.8	1.5
CC(=O)N1CCN(c2nc(CC(C)C)c3c(c2C#N)CCC3)CC1	-8.2	-1.4	12.5	-2.7	12.4	0.6	25.7	2.8	0.9
Cc1ccc2c(Cl)cc(Cl)c(OCC(=O)O)c2n1	9.8	-0.7	10.7	-3.4	7.0	0.5	13.1	3.5	-0.3
CC(Oc1ncnc2ccccc12)C(=O)Nc1cccc(S(=O)(=O)N2CCOCC2)c1 (stereo unspecified)	-5.7	0.7	-17.4	1.0	-10.8	7.4	7.5	-9.3	-0.1
CCN(C(=O)COC(=O)c1cc(-c2ccccc2)nc2c1c(C)nn2-c1ccccc1)C1CCS(=O)(=O)C1 (stereo unspecified)	13.4	-0.1	18.3	-0.1	13.0	21.9	10.7	7.1	1.8
Cc1cc(C(=O)Nc2ccc(OCc3ccccc3)cc2)c(C)o1	-10.6	3.3	-36.7	1.1	-3.1	3.2	28.4	-6.9	4.2
O=C(CC1C[C@H](C(=O)N2CCOCC2)[C@@]2(CCC3CCCC3)c3[nH]c4ccccc4c3CCN2C1=O)NCC12CC3CC(CC(C3)C1)C2 (stereo partly specified)	6.0	22.3	84.0*	-4.2	-2.5	11.8	18.7	13.8	11.1
COc1cccc(N2[C@@H](CC(C)=O)c3cc(C(F)(F)F)ccc3S2(=O)=O)c1	-43.3	-0.6	20.8	-4.8	10.5	-3.4	0.4	-5.5	-0.4
COCCn1c(C)cc(C2=NNC(=Nc3ccccc3F)SC2)c1C	-13.3	-4.9	73.4*	-1.0	-8.3	2.0	24.5	0.6	-5.6
Cc1c(S(=O)(=O)Nc2cccc3ccccc23)c(=O)n(C)c(=O)n1C	13.1	-0.8	30.6	-5.3	7.0	-10.0	17.4	-4.0	2.0
COc1cccc(NC(=O)CN(C)C(=O)c2ccc3c(c2)CC(c2ccccc2)OC3=O)c1 (stereo unspecified)	6.2	-0.1	0.3	-1.8	25.9	32.9	15.4	3.5	-1.5
Cc1ccc2c(c1)CCCN2C(=O)c1cc2ccccc2oc1=O	10.4	-0.4	-20.6	-1.1	-8.5	-2.9	49.2	-2.5	0.6
Cc1nn(C)cc1CNC(=O)c1ccccc1Br	-18.9	1.0	19.8	-5.7	-16.1	-10.6	5.3	-1.0	0.4
CCCNS(=O)(=O)c1ccc(OC)c(Cl)c1Cl	-0.2	-0.1	15.9	-0.5	2.6	-19.9	10.9	-1.3	-1.4

An excerpt from above with just Mdm2 MdmX PPI, CHOP UPR activ and APJ ag:
| smiles | Mdm2 MdmX PPI | CHOP UPR activ | APJ ag |
| --- | --- | --- | --- |
| CCCN(CC(=O)Nc1ccccc1C)C(=O)CCN1C(=O)c2cccc([N+](=O)[O-])c2C1=O | -1.2 | -1.4 | -4.3 |
| CCC1CSC(Nc2ccc(C(=O)/C=C/c3cccc(C)c3)cc2)=N1 (stereo unspecified) | 46.2 | 5.4 | -2.1 |
| Cc1ccc(S(=O)(=O)Oc2ccccc2/C=C2\SC(=O)NC2=O)cc1 | 21.2 | -2.7 | -1.6 |
| CC(=O)N1CCN(c2nc(CC(C)C)c3c(c2C#N)CCC3)CC1 | 12.5 | -1.4 | -2.7 |
| Cc1ccc2c(Cl)cc(Cl)c(OCC(=O)O)c2n1 | 10.7 | -0.7 | -3.4 |
| CC(Oc1ncnc2ccccc12)C(=O)Nc1cccc(S(=O)(=O)N2CCOCC2)c1 (stereo unspecified) | -17.4 | 0.7 | 1.0 |

New compounds follow.
SMILES	APJ antag	CHOP UPR activ	Mdm2 MdmX PPI	APJ ag	CCR6 antag	EBI2 antag	tim23-1 inh	CXCR6 block	XBP1 UPR activ
Cc1cccc(C(=O)NCCc2ccccc2)c1	-17.0	13.1	-83.1	-2.9	4.4	11.2	-0.5	20.2	-2.9
O=C(c1ccc(Cl)c(Cl)c1)N(Cc1ccco1)c1ccc(O)cc1	-8.8	-0.7	32.1	-4.5	26.1	2.7	4.9	8.1	-2.1
COc1ccccc1NC(=O)Cn1cnc2sc(C(=O)Nc3cc(OC)c(OC)c(OC)c3)c(C)c2c1=O	14.6	-2.2	29.4	-4.3	30.4	4.9	-5.1	7.7	-2.1
Cc1ccc(C)c(OCC(=O)Nc2ccc(S(=O)(=O)Nc3ccccn3)cc2)c1	-13.2	-1.0	-3.7	-1.4	7.9	-1.6	-2.2	0.1	-0.2
Cc1ccccc1C(=O)OC1OC(=O)C(Cl)=C1N1CCOCC1 (stereo unspecified)	6.8	1.4	-11.0	-2.5	1.0	-4.7	18.5	-5.3	-1.8
O=C(O)c1ccccc1C(=O)NNc1ccc(F)cc1F	3.7	-1.0	10.8	-1.5	0.4	0.2	0.7	-6.1	-4.1
COc1ccc(CN2C(=O)CN(C3CCCCCC3)C(=O)C2c2ccc(OC)c(OC)c2)cc1 (stereo unspecified)	9.4	-0.2	15.3	-2.1	-2.5	-5.0	13.7	0.2	-1.6
Cn1c(=O)c2cc(S(=O)(=O)NC(C(=O)NCc3ccccn3)c3ccccc3)ccc2n(C)c1=O (stereo unspecified)	-51.0	1.0	1.5	-2.1	0.7	2.9	11.1	-5.6	-2.7
N#Cc1c(Cl)c(Cl)c2nnc(-c3ccc(Br)cc3)n2c1Cl	-0.7	1.0	13.4	-2.1	x	x	42.0	x	0.1
COc1ccc(/C=C(\NC(=O)c2ccc(Cl)cc2)C(=O)NCCCN2CCOCC2)cc1OC	5.7	0.5	11.4	-1.9	5.2	-5.2	3.7	1.1	-0.3
CSCCC(=O)N1CCCC(N(C)CCc2ccccc2)C1 (stereo unspecified)	11.8	-1.4	-24.5	-4.3	18.1	-3.8	1.2	-10.4	-5.4
CC(C)CC(=O)NC(=S)N(Cc1ccccc1)Cc1ccccc1	10.6	2.0	-17.4	-1.9	24.6	9.4	32.3	8.8	3.0
COc1ccc(NS(=O)(=O)c2ccc3oc(=O)c4[nH]c(=O)c(=O)n(C)c4c3c2)cc1	-9.8	0.1	1.3	-1.3	7.0	-1.4	13.1	2.3	-2.8
O=C(OCC(=O)N1CCOCC1)c1ccc2[nH]c3c(c2c1)CCCC3	-9.4	1.8	-13.2	-7.1	6.7	1.0	17.5	-12.6	0.9
Cc1cc(C)nc(-n2nc(C)cc2NC(=O)CN2CCCC(C)C2)n1 (stereo unspecified)	10.6	-1.7	4.6	1.1	16.4	-1.5	12.9	3.6	-0.4
Clc1ccccn1	3.9	1.7	-6.0	0.4	1.6	4.6	11.1	0.7	1.2
COc1ccc(CNC(=O)c2ccccc2SCC(=O)N2CCCC2)cc1OC	3.6	1.7	4.1	-5.4	4.9	7.7	-10.6	-2.8	0.7
CC(C)(C)C(=O)NC1CC2CCCC(C1)N2C(=O)Nc1ccccc1 (stereo unspecified)	-0.4	-1.0	-15.5	1.1	7.7	6.2	5.6	-2.6	-1.0
CCC(c1nnnn1CCOC)N1CCN(Cc2ccccc2OC)CC1 (stereo unspecified)	14.9	-0.2	3.4	-0.3	14.6	-11.7	11.6	-0.8	-1.8
CC(=O)OC1CCC2(C)C(COc3ccc4ccc(=O)oc4c3)C(C)(O)CCC2C1(C)C (stereo unspecified)	9.1	-1.4	20.7	1.0	-8.2	26.0	29.4	0.6	-1.1
COc1ccccc1C1C(C(=O)c2ccc(C)o2)=C(O)C(=O)N1c1cc(C)on1 (stereo unspecified)	-14.6	0.1	9.2	-0.9	0.9	-7.4	17.3	7.7	-2.7
O=C(NCc1cccnc1)c1cc(-c2ccco2)on1	6.9	1.5	4.2	0.7	-4.1	1.4	-12.6	-0.5	0.6
O=C(Nc1ccccc1)c1ccn[nH]1	-20.4	-2.6	-79.5	-4.6	-0.9	-3.6	4.3	-2.9	-2.0
CCn1c(C)c2c(C)nnc(C)c2c1C	-5.7	0.7	4.0	-0.9	21.2	-3.9	-8.3	5.0	3.7
O=C(OC1CCOC1=O)c1cc(-c2cccs2)nc2ccccc12 (stereo unspecified)	19.4	-2.1	-18.7	-1.6	8.5	-5.2	28.8	-6.7	0.5
CCOC(=O)C1CCCN(C(=O)c2ccc(OC)c([N+](=O)[O-])c2)C1 (stereo unspecified)	-2.2	1.3	18.8	-0.9	5.2	-10.6	4.8	-8.9	-2.1
COCCNC(=O)Cn1c(=O)oc2cc(S(=O)(=O)N3CC(C)CC(C)C3)ccc21 (stereo unspecified)	18.8	-0.7	19.7	-4.7	10.2	-3.3	6.1	-2.2	-3.3

2 successive records out of the list so far:
SMILES	APJ antag	CHOP UPR activ	Mdm2 MdmX PPI	APJ ag	CCR6 antag	EBI2 antag	tim23-1 inh	CXCR6 block	XBP1 UPR activ
COc1ccccc1C1C(C(=O)c2ccc(C)o2)=C(O)C(=O)N1c1cc(C)on1 (stereo unspecified)	-14.6	0.1	9.2	-0.9	0.9	-7.4	17.3	7.7	-2.7
O=C(NCc1cccnc1)c1cc(-c2ccco2)on1	6.9	1.5	4.2	0.7	-4.1	1.4	-12.6	-0.5	0.6
